# TbMetRS inhib: Trypanosoma brucei MetRS inhibition; purified T. brucei MetRS, ATP depletion, Kinase-Glo luminescence; inhibition, % at 11.9 µM; 0.4% of 360,000 active;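 active = inhibition above a per-plate cutoff of the control wells' mean inhibition plus 3 SD, cut at about 5.5% in these data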;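 also: 0% = DMSO wells median and 100% = median of wells with control inhibitor compound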
#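 Assay system: T. brucei methionyl-tRNA synthetase, purified | Medium: HEPES buffer with MgCl2, KCl, DTT, spermine, BSA, pyrophosphatase | Compound: 11.9 µM single point | Incubation: 15 min enzyme-compound preincubation, 2 h reaction, 10 min detection, 25 °C | Measured by: Kinase-Glo luciferase luminescence reporting remaining unconsumed ATP | Measure: % inhibition normalized to control-well medians | Replication: Singlicate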
# SUMO1-SIM PPI: modulators of human SUMO1-mediated protein-protein interactions. P63165. 0.33% of 360,000 active. SUMO1 binding to a labelled peptide, TR-FRET, 1 h. inhibition, % at 20 µM; in the data active = inhibition above about 37%
# Neddyl block: blocks human cullin neddylation; 0.58% of 360,000 active; AID 651699; TR-FRET cullin neddylation, biochemical; calls only at 25 µM; in the data active = inhibition above about 36%
# NadD inh: NadD (S. aureus) enzyme inhibition | purified NadD enzyme, colorimetric absorbance read-out | inhibition, % at 20 µM | 0.78% of 360,000 active | AID 602399; in the data active = inhibition above about 26%; also: some compounds past the cut are filed as inactive
# STEP inh: inhibitors of human striatal-enriched phosphatase STEP; P54829; recombinant STEP, OMFP fluorogenic substrate, fluorescence; inhibition, % at 20 µM; 0.25% of 360,000 active;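 active = inhibition at 20 µM, scaled per plate between control wells, above about 37%, limit read from the data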;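 also: 0% = DMSO with enzyme and substrate and 100% = substrate only without enzyme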
#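 Assay system: isolated STEP enzyme. Buffer or medium: pH 6.0 Bis-Tris with DTT and Tween 20. Also added: fluorogenic phosphatase substrate OMFP at 25 µM final. Dosing: 20 µM, 1% DMSO. Timing: 20 min reaction, room temperature, in the dark. Measured by: fluorescence intensity, excitation 480 nm, emission 540 nm. Evaluation: normalized % inhibition.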
# LMPTP block: blocks human LMPTP phosphatase. P24666. recombinant LMPTP-A, OMFP fluorogenic substrate, fluorescence intensity. inhibition, % at 20 µM. 0.22% of 360,000 active;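 active = compounds that cut the enzyme signal by at least half of the control window in the single-dose screen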;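 also: plate controls were DMSO wells with enzyme plus substrate for no effect and substrate without enzyme for full effect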
#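 Assay system: LMPTP-A enzyme. Input: 0.625 nM LMPTP-A final. Probe or stimulus: 400 µM OMFP. Compound dosing: single 20 µM dose. Schedule: 50 min dark incubation at room temperature. Detection: fluorescence intensity of OMFP turnover product. Read-out: percent inhibition versus substrate-only and uninhibited controls. Benchmarks: no-enzyme low control, uninhibited high control.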
# Scp1 inh: Scp-1 (human) phosphatase inhibition. 0.88% of 340,000 active. Recombinant Scp1, phosphopeptide, malachite green phosphate absorbance. inhibition, % at 20 µM;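 active = inhibition above about 50% at 20 µM, limit read from the data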;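 also: plate controls were DMSO wells with enzyme for no effect and wells lacking enzyme for full effect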
#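 Material: truncated SCP-1 phosphatase (76-261aa) / Buffer or medium: 50 mM Tris acetate pH 5.5, 0.005% Tween-20, 10 mM MgCl2 / Compound dosing: one concentration, 20 µM, with 1.0% DMSO / Incubation: 45 min room-temperature reaction, 5 min colour, 30 min stabiliser / Detection: colorimetric free-phosphate detection, absorbance 630 nm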
# DNMT1 block: blocks human DNA methyltransferase DNMT1 | 0.83% of 360,000 active | inhibition (reported as % activation of signal), % at 10 µM | DNMT1 molecular beacon, Hinp1I cleavage, fluorescence; in the data active = inhibition above about 50%
# Target sequence (P26358 504-1616 limits assumed): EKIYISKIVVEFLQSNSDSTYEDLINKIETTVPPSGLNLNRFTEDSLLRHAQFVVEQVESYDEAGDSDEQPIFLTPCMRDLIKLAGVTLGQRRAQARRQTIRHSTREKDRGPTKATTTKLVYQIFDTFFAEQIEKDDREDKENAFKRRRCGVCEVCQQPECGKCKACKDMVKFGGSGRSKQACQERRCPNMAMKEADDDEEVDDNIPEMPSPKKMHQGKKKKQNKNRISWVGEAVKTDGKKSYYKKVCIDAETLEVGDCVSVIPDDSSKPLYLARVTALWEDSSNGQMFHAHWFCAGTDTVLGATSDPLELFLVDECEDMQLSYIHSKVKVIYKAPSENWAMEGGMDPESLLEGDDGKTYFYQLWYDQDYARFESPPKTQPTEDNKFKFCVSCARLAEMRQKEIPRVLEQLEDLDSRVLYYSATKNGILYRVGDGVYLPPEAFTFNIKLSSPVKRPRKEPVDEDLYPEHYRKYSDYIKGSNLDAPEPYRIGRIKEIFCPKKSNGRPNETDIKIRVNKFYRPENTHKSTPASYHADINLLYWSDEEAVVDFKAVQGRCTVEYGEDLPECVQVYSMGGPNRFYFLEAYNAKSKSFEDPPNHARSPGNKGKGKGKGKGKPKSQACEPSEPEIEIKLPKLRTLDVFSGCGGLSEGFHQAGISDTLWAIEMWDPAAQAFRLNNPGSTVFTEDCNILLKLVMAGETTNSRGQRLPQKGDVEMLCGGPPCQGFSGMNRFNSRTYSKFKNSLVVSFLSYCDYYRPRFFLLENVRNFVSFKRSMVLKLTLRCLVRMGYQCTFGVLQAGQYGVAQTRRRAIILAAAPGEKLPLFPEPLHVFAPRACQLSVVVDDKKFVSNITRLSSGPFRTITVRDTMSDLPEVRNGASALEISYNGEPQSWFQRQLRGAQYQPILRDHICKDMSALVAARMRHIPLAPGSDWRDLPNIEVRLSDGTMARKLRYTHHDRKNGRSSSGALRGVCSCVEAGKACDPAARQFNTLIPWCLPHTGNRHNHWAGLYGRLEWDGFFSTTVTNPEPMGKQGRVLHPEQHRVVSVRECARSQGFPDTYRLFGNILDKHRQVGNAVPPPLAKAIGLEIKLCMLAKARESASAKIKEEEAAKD
# SKN-1 block: blocks SKN-1 activity in C. elegans. C. elegans VP596 Pgst-4::GFP/RFP ratio, acrylamide-induced, 24 h. inhibition, % at 21.8 µM. 0.49% of 360,000 active;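 active = interference check ratio from 0.5 to 1.5 plus GFP to RFP signal ratio inhibition reaching or exceeding a fixed threshold, cut at about 30% in these data, passing the limit was not always enough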; also: some compounds called inactive have numbers as strong as hits
# NRP1-CendR mod: NRP-1/CendR interaction modulation | O14786 | FAM-RPARPAR peptide binding to NRP-1, fluorescence polarization | inhibition, % at 25 µM | 0.85% of 360,000 active;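 active = inhibition or corrected inhibition above about 18%, plus a signal ratio from 0.5 to 1.5, limit read from the data, passing the limit was not always enough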; also: strong numbers were not always called active
# The depositor's hits bear a star; i = inactive.
(1) CCCCn1c(N)c(N(CCOC)C(=O)COc2ccc(Cl)cc2)c(=O)[nH]c1=O
(2) CCC(C)c1ccc(O)c(NC(=O)c2cccnc2)c1 (centres undefined)
(3) Cc1ccc2nc(NCCCO)[nH]c2c1
(4) Cc1cccc(CSCCNC(=O)Nc2ccccc2)c1
(5) COCCN(CCOC)S(=O)(=O)c1ccc(C(=O)Nc2nc(-c3ccccc3)c(C(=O)c3ccccc3)s2)cc1
(6) Cc1ccccc1NC(=O)CCC(=O)OCC(=O)c1cccc([N+](=O)[O-])c1
(7) CN1CCc2c(sc(N)c2C(N)=O)C1
(8) Cc1oc(-c2cccc(Cl)c2)nc1CN(C)C1CCOC1 (centres undefined)
(9) COC(=O)C(CC(C)C)NC(=O)C(Cc1ccccc1)NC(=O)C1CCCN1C(=O)OC(C)(C)C (centres undefined)
(10) O=C1CC(C(=O)O)(c2ccccc2)c2cccc(F)c21 (centres undefined)

Screen / compound no.	1	2	3	4	5	6	7	8	9	10
TbMetRS inhib	-1.0	0.3	1.1	15.5*	-1.0	0.0	0.1	-0.8	0.1	0.1
SUMO1-SIM PPI	-0.6	-0.7	4.1	-4.8	-8.6	-26.9	-4.6	1.5	1.9	-0.7
Neddyl block	i	i	i	i	i	i	i	i	i	i
NadD inh	-5.2	-1.5	0.4	-1.8	-7.3	3.6	3.2	-5.6	0.4	0.3
STEP inh	-0.4	0.0	-2.9	1.1	1.4	-4.1	-4.9	-0.9	0.3	-0.1
LMPTP block	-2.8	0.1	-0.2	0.4	1.7	-0.5	-4.4	-1.2	-0.4	-0.6
Scp1 inh	-1.9	-8.7	-1.9	-7.3	-11.8	1.8	-2.2	-3.1	-5.0	-2.8
DNMT1 block	0.6	-3.0	-2.0	0.6	-5.2	0.0	-10.5	-1.0	1.8	-1.2
SKN-1 block	-7.6	3.2	10.4	-5.1	4.3	37.2*	10.9	12.0	-1.2	-6.7
NRP1-CendR mod	2.5	-3.4	1.1	3.0	-6.6	5.1	-21.1	1.1	6.8	-10.3

# Compound profiles (already shown):
# CCC(C)c1ccc(O)c(NC(=O)c2cccnc2)c1 (centres undefined) is listed with TbMetRS inhib: 0.3; SUMO1-SIM PPI: -0.7; Neddyl block: i; NadD inh: -1.5; STEP inh: 0.0; LMPTP block: 0.1; Scp1 inh: -8.7; DNMT1 block: -3.0; SKN-1 block: 3.2; NRP1-CendR mod: -3.4
# COCCN(CCOC)S(=O)(=O)c1ccc(C(=O)Nc2nc(-c3ccccc3)c(C(=O)c3ccccc3)s2)cc1 is listed with TbMetRS inhib: -1.0; SUMO1-SIM PPI: -8.6; Neddyl block: i; NadD inh: -7.3; STEP inh: 1.4; LMPTP block: 1.7; Scp1 inh: -11.8; DNMT1 block: -5.2; SKN-1 block: 4.3; NRP1-CendR mod: -6.6
# CCCCn1c(N)c(N(CCOC)C(=O)COc2ccc(Cl)cc2)c(=O)[nH]c1=O is listed with TbMetRS inhib: -1.0; SUMO1-SIM PPI: -0.6; Neddyl block: i; NadD inh: -5.2; STEP inh: -0.4; LMPTP block: -2.8; Scp1 inh: -1.9; DNMT1 block: 0.6; SKN-1 block: -7.6; NRP1-CendR mod: 2.5

# Additional records follow.
(11) O=C(NCc1nc(-c2ccc(C(F)(F)F)cc2)no1)c1cccs1
(12) CCCCOC(=O)C1CCC[C@@H](C)N1 (some centres undefined)
(13) CCOC(=O)C1C(=O)C=C(C)C(C(=O)OCC)C1c1cccc([N+](=O)[O-])c1 (centres undefined)
(14) C/C(=N\NC(=O)OC(C)(C)C)c1cccc([N+](=O)[O-])c1
(15) COc1cc(OC)cc(-c2nc3ccccc3c(=O)n2OC(=O)c2ccc(C)c(C)c2)c1
(16) CC(=O)Oc1ccccc1C(=O)Oc1ccc(/C=N/n2cnnc2)cc1
(17) Cc1ccccc1Cn1c2ccccc2c2cnn(CC(=O)NCCCN3CCN(C)CC3)c(=O)c21
(18) O=C(Nc1ccccc1)c1cccc(N2C(=O)C3C4C=CC(C5CC45)C3C2=O)c1 (centres undefined)
(19) Cc1onc(C(=O)Nc2cccc(C(F)(F)F)c2)c1[N+](=O)[O-]
(20) CCOc1ccc(NC(=O)CNC(=O)c2ccc([N+](=O)[O-])cc2)cc1

Screen / compound no.	11	12	13	14	15	16	17	18	19	20
TbMetRS inhib	0.2	-0.2	-0.7	-0.2	-1.0	0.9	-0.8	-0.3	-0.7	0.0
SUMO1-SIM PPI	2.1	6.3	2.4	-16.2	9.4	-0.7	-27.6	1.8	-11.1	-23.3
Neddyl block	i	i	i	i	i	i	i	i	i	i
NadD inh	-4.3	0.9	0.1	-2.1	4.6	-0.9	-3.1	-3.0	-3.1	-2.9
STEP inh	0.6	-0.3	-4.8	-2.4	2.2	1.1	-0.3	-1.0	-5.7	0.0
LMPTP block	3.3	-1.8	1.3	-1.4	2.4	-0.5	-8.8	0.2	0.6	-0.7
Scp1 inh	-6.6	-4.6	-10.2	-9.1	-12.3	8.0	-6.2	-7.5	-2.4	-8.9
DNMT1 block	-1.4	3.1	-4.6	1.4	6.6	-0.4	-1.8	0.4	3.4	2.9
SKN-1 block	5.9	10.3	7.7	1.9	-4.1	-13.1	25.1	-6.6	0.6	6.1
NRP1-CendR mod	10.3	5.6	-7.1	2.5	14.5	-11.6	8.7	8.9	8.1	-0.2

(21) C=CCNC(=O)c1ccc(NC(=O)C2=CSCCO2)cc1
(22) Cc1ccccc1NC(c1cccc(Cl)c1)c1nnnn1C1CCCCC1 (centres undefined)
(23) Cc1ccc(S(=O)(=O)N(C)Cc2nc(-c3ccccn3)no2)cc1
(24) CC(=O)NC1(C(F)(F)F)NC(=O)N(CCc2ccccc2)C1=O (centres undefined)
(25) CCC(=O)N(C)/C=C1\Sc2ccccc2C1=O
(26) O=C(CCCN1C(=O)/C(=C\c2ccccc2)SC1=S)Nc1ccc(C(=O)O)cc1
(27) CC(C)(C)[C@@H]1COC(=O)[C@H](Cc2ccc(F)cc2)C/C=C\C[C@@H](CC(=O)N(CCO)Cc2ccccc2)C(=O)N1
(28) COc1ccc(/C=C(\NC(=O)c2ccccc2)C(=O)N2CCCCC2)cc1OC
(29) CCOc1cc(/C=C2\SC(=N)N(c3nonc3N)C2=O)ccc1OCCN1CCOCC1
(30) O=C(N/N=C/c1ccccc1)c1[nH]ncc1Br

Screen / compound no.	21	22	23	24	25	26	27	28	29	30
TbMetRS inhib	-0.9	-0.3	0.0	0.0	-0.4	0.3	-0.1	0.5	0.9	-0.6
SUMO1-SIM PPI	0.4	-2.5	0.1	43.6*	-15.6	-22.8	1.9	3.5	-8.0	-0.6
Neddyl block	i	i	i	i	i	i	i	i	i	i
NadD inh	-1.6	-6.6	0.5	-4.5	-5.3	9.3	-7.6	-1.0	21.4	-5.8
STEP inh	0.5	3.7	1.3	-1.8	6.3	1.3	3.4	-0.3	3.5	-4.0
LMPTP block	0.5	-0.3	-0.9	-2.0	-0.1	2.2	0.4	-0.9	2.5	-0.5
Scp1 inh	6.8	-11.8	-4.8	-11.0	-15.0	1.4	-4.4	-1.2	-8.1	-5.3
DNMT1 block	4.5	-0.9	3.5	-3.2	-1.0	0.8	3.2	1.7	-0.5	-3.7
SKN-1 block	-5.2	-12.3	11.2	7.9	8.7	7.8	25.3	-2.4	-11.4	-5.0
NRP1-CendR mod	8.2	0.9	-1.2	11.4	-13.3	-65.5	6.4	1.9	-34.4	4.7

(31) O=C(CCCc1c[nH]c2ccccc12)NCc1cccs1
(32) COCCCN(CCNC(=O)c1ccc(NC2=NC3CS(=O)(=O)CC3S2)cc1)Cc1ccco1 (centres undefined)
(33) Cc1occc1C(=O)Nc1cccnc1
(34) O=C(COc1ccc([N+](=O)[O-])cc1)N(C1CCCCC1)C1CCS(=O)(=O)C1 (centres undefined)
(35) O=C(NNc1cccc(Cl)c1)c1cccnc1Cl
(36) Cc1cc(NS(=O)(=O)c2ccc(NC(=O)c3ccc(Cl)cc3[N+](=O)[O-])cc2)no1
(37) CC1CCN(C(=O)CCc2ccc(S(=O)(=O)NC(C)(C)C)cc2)CC1
(38) C#CCN1C(=O)C2(OCCO2)c2ccccc21
(39) CCOC(=O)c1cccc(P(C)(C)=O)c1
(40) COc1ccc(C)cc1NC(=O)c1cccc(-c2ccc(OC(C)=O)cc2)c1

Screen / compound no.	31	32	33	34	35	36	37	38	39	40
TbMetRS inhib	-0.2	-0.4	-0.2	-0.5	0.2	0.1	-0.4	-0.7	0.2	-0.4
SUMO1-SIM PPI	0.7	-2.3	-0.6	-12.3	2.1	-30.6	0.3	9.2	-1.4	5.3
Neddyl block	i	i	i	i	i	i	i	i	i	i
NadD inh	-4.1	-3.9	3.8	-6.0	-5.2	-5.1	2.9	-1.5	-2.4	-10.1
STEP inh	0.6	-3.1	-2.4	-2.2	-1.0	-1.8	-1.0	-1.7	6.3	-3.6
LMPTP block	-0.3	0.6	-1.8	-0.8	-0.6	-0.7	-1.0	-0.2	-0.9	3.4
Scp1 inh	-0.7	-1.2	-3.6	3.6	-10.3	-10.2	-6.6	-2.4	0.1	-9.7
DNMT1 block	-1.3	0.2	0.9	2.2	1.5	0.3	0.0	-1.2	5.4	0.5
SKN-1 block	2.7	8.3	2.1	-9.8	2.9	7.4	12.6	-8.8	4.1	2.5
NRP1-CendR mod	7.8	-4.8	6.4	-5.9	3.0	-4.3	5.0	17.1	11.3	0.2

(41) COc1cc(-c2nc3cnccc3n2C)cc(OC)c1OC
(42) CC(C)=C(NC(=O)c1ccccc1)C(=O)NCCCC(=O)O
(43) COc1ccc(CCn2c(=N)c(S(=O)(=O)c3ccc(C)cc3)cc3c(=O)n4ccccc4nc32)cc1
(44) Cc1cccn2c(CN(C)CC3CCCCO3)c(C(=O)N3CCCCC3)nc12 (centres undefined)
(45) COc1ccc(C(=O)N/N=C/c2cccc3cccnc23)cc1
(46) C[C@@H](OC(=O)N1CCCCC1)[C@H]1O[C@]2(C)CCCC[C@H]1O2
(47) CCN1CCN(c2ncc(C(=O)Nc3cc(Cl)ccc3OC)c3ccccc23)CC1

Screen / compound no.	41	42	43	44	45	46	47
TbMetRS inhib	-0.8	-1.1	-0.3	-1.0	-0.3	-0.3	-0.1
SUMO1-SIM PPI	0.2	1.4	-2.3	2.8	-13.5	-1.3	-4.9
Neddyl block	i	i	i	i	i	i	i
NadD inh	0.7	2.0	28.4	-6.7	1.4	-4.2	-5.9
STEP inh	-5.7	-1.3	1.0	-2.5	0.0	4.0	3.2
LMPTP block	-0.2	0.7	6.1	-1.2	-1.9	-1.9	0.0
Scp1 inh	-4.5	1.5	9.3	-6.5	8.6	-4.9	6.3
DNMT1 block	-1.8	0.9	2.7	1.9	2.6	-4.2	-3.9
SKN-1 block	6.0	1.4	-4.8	-7.1	10.9	7.5	12.5
NRP1-CendR mod	-1.2	0.4	14.1	0.5	4.2	8.6	-12.5
